M4 antag: human M4 muscarinic receptor antagonists, primary screen, CHO cells, Fluo-8 calcium fluorescence | Muscarinic acetylcholine receptor M4 (Homo sapiens), P08173 | CHO-hM4 cells, ACh EC80 | inhibition, % at 3 µM | 360,000 tested, 0.73% active | AID 624125, 2012;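 active means inhibition above its plate's cutoff, the mean inhibition of sample wells plus 3 SD, cut at about 27% in these data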;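 further: 0% = acetylcholine EC80 with DMSO and 100% = DMSO without agonist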
Target sequence (P08173 whole entry, looked up): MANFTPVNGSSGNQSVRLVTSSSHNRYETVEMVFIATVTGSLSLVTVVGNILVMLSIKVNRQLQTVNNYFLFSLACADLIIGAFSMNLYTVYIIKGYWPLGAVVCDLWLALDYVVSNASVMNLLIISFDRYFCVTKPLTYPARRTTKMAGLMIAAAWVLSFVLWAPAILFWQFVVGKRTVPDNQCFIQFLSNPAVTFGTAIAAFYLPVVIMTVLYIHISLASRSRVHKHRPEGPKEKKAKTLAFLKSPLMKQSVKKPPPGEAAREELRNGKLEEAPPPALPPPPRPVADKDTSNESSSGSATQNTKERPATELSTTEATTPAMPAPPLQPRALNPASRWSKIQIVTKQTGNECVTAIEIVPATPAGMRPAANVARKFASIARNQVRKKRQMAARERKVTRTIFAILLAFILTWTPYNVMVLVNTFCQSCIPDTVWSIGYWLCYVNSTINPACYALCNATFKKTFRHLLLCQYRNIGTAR
M5 antag: human M5 muscarinic receptor antagonists, primary screen, CHO cells, Fluo-8 calcium fluorescence | Muscarinic acetylcholine receptor M5 (Homo sapiens), P08912 | CHO-hM5 cells, ACh EC80 | inhibition, % at 3 µM | 360,000 tested, 0.59% active | AID 624040, 2012;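 active means inhibition above a per-plate cutoff, the mean of that plate's test compounds plus 3 SD, cut at about 27% in these data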;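 further: 0% = acetylcholine EC80 with DMSO and 100% = DMSO without agonist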
Target sequence (P08912 whole entry, looked up): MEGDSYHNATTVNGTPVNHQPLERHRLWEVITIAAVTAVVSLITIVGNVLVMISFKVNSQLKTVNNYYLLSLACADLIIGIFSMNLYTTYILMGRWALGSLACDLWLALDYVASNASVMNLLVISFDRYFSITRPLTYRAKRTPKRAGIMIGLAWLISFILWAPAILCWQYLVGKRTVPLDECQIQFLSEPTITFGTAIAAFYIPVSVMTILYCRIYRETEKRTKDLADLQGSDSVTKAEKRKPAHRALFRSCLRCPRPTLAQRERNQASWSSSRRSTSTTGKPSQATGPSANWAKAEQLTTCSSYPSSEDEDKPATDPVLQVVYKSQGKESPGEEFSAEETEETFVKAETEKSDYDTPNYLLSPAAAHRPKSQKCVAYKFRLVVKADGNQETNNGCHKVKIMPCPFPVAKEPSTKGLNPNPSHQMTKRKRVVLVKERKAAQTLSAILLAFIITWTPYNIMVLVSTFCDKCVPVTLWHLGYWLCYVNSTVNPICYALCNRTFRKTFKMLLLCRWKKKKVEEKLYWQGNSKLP
M4 PAM: human M4 muscarinic receptor positive allosteric modulators, primary screen, CHO-K1 cells, Fluo-8 calcium fluorescence | 360,000 tested, 0.4% active | CHO-K1 hM4/Gqi5, ACh EC20; 0% = ACh EC20, 100% = maximal ACh | activation, % at 3 µM | AID 624126, 2012;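 active means activation above its plate's cutoff, the mean activation of sample wells plus 3 SD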; further: some results filed as inactive read as strong as hits
M5 PAM: human M5 muscarinic receptor positive allosteric modulators, primary screen, CHO-K1 cells, Fluo-8 calcium fluorescence; AID 624038, 2012; CHO-K1 hM5, ACh EC20 PAM; 0% = ACh EC20, 100% = ACh EC100; Muscarinic acetylcholine receptor M5 (Homo sapiens), P08912; 360,000 tested, 0.3% active; activation, % at 3 µM;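 active means activation above the run cutoff, the mean activation of all test compounds plus 3 SD, cut at about 18% in these data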
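Measured by: Fluo-8 calcium fluorescence; material: human M5 receptor in CHO-K1 cells; schedule: Post-acetylcholine fluorescence recording 140 s; benchmarks: low control EC20 acetylcholine (0%), high control EC100 acetylcholine (100%); read-out: Max/basal fluorescence ratio as % of EC20–EC100 ACh window; compound: single dose, 3 µM nominal final test concentration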
M5 ag: human M5 muscarinic receptor agonists, primary screen, CHO-K1 cells, Fluo-8 calcium fluorescence; Muscarinic acetylcholine receptor M5 (Homo sapiens), P08912; activation, % at 3 µM; CHO-K1 hM5 cells; 0% DMSO wells, 100% maximal acetylcholine response; 360,000 tested, 0.19% active;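 active means activation above the run's mean over test compounds plus 3 SD, cut at about 23% in these data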;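 further: signal is peak over basal fluorescence ratio across the kinetic read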
CRFR2-BP ag: agonists of CRF-BP/CRF-R2 complex, primary screen, cell-based, HEK293, calcium dye fluorescence, uHTS. calcium dye fluorescence (FLIPR); percent of saturating CRF peptide response. activation, % at 13.2 µM. 350,000 tested, 0.46% active;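 active means activation of at least 50%, plus an integration ratio under a set limit after plate pattern correction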;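 further: plate controls were neutral control wells without compound for no effect and CRF at EC100 for full effect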
CHRM1 PAM: human M1 muscarinic receptor positive allosteric modulators, primary screen, CHO-K1 cells, Fluo-8 calcium fluorescence, 1536-well | Muscarinic acetylcholine receptor M1 (Homo sapiens), P11229 | CHO-K1 hM1, ACh EC20; 0% = ACh EC20, 100% = maximal ACh | activation, % at 3 µM | 360,000 tested, 0.088% active | AID 588819, 2011; in the data active means activation above about 19%, passing the limit was not always enough
CHRM1 antagonist: human M1 muscarinic receptor antagonists, primary screen, CHO-K1 cells, Fluo-8 calcium fluorescence, 1536-well; inhibition, % at 3 µM; 360,000 tested, 1.3% active; Muscarinic acetylcholine receptor M1 (Homo sapiens), P11229; CHO-K1 hM1, ACh EC80 antagonist;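 active means percent inhibition above its own plate's cutoff, namely the mean of that plate's compound wells plus 3 SD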;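 further: peak over basal fluorescence ratio during 140 s after agonist addition; 0% = ACh EC80 plus DMSO and 100% = DMSO alone without agonist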
M4 ag: human M4 muscarinic receptor agonists, primary screen, CHO-K1 cells, Fluo-8 calcium fluorescence | Muscarinic acetylcholine receptor M4 (Homo sapiens), P08173 | CHO-K1 hM4/Gqi5; vehicle 0%, full acetylcholine response 100% | activation, % at 3 µM | 360,000 tested, 0.14% active;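 active means activation above the run mean over all test wells plus 3 SD, cut at about 32% in these data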;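 further: peak over basal fluorescence ratio per well then scaled between controls; 0% = DMSO wells and 100% = acetylcholine at EC100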
* marks the source's active call; other numbers are inactive results; nt = not tested or not shown.

SMILES	M4 antag	M5 antag	M4 PAM	M5 PAM	M5 ag	CRFR2-BP ag	CHRM1 PAM	CHRM1 antagonist	M4 ag
O=C(Nc1ccc(Cl)cc1)c1ccc(-n2cccn2)c([N+](=O)[O-])c1	10	17	-11	-10	4	0.2	-4	9	18
CCOc1ccc(S(=O)(=O)NN2Cc3ccccc3C2=N)cc1	4	4	1	-1	-1	-2.6	0	7	1
CC1=C(C(=O)Nc2cc(C(=O)NCCCOC(C)C)ccc2C)SCCO1	-20	-4	8	-1	-6	2.6	7	-11	2
CN(CC(=O)Nc1ccccc1Oc1ccccc1)Cc1ccccc1F	-7	1	-5	-7	-5	0.1	-2	-6	-1
COC(=O)c1nnn(-c2ccsc2C(=O)OC)c1C(=O)OC	-6	4	8	3	0	-1.1	11	-18	1
Cc1cc(C(=O)NC2CCCN(Cc3ccc(Cl)cc3)C2)n(C)n1 (stereo not given)	-4	-10	10	8	-2	6.0	12	-1	5
O=c1c(Cc2c(F)cccc2Cl)c(O)ccn1CCCN1CCOCC1	3	1	-2	-2	-3	1.1	5	-2	1
CCCCC[C@@H]1CCCCC[C@@H](O)C[C@@H](O)[C@H](O)/C=C/C(=O)O1	3	-1	2	-2	3	nt	nt	nt	3
CC(C)C(C(=O)NCC1CCCO1)N(Cc1ccco1)C(=O)CNS(=O)(=O)c1ccc(F)cc1 (stereo not given)	-8	-13	11	0	-1	-2.4	3	-2	1
O=C(CN1C(=O)NC2(CCCCC2)C1=O)N1CCN(S(=O)(=O)c2ccc(F)cc2)CC1	-4	4	1	3	1	0.3	1	-4	2
COc1ccc(N2CCN(C3CCCCC3NS(=O)(=O)c3ccc(Cl)cc3)CC2)cc1 (stereo not given)	6	-5	-5	5	-3	70*	-3	1	4
COc1ccc(C2SCC(=O)N2C)cc1 (stereo not given)	0	-5	4	-2	-1	-0.7	15	-10	0
CC(=C/c1ccccc1)/C=N/NC(=O)c1cnccn1	-5	4	4	8	0	0.0	7	-5	2
NC(=O)c1cc(N=Nc2c(N)[nH]n(-c3c(Cl)cc(Cl)cc3Cl)c2=O)ccc1Cl	2	1	-3	-2	-1	0.4	-4	3	1
Cc1ccc(NC(=S)N(CCCN(C)C)Cc2cc3cc4c(cc3[nH]c2=O)OCO4)c(C)c1	2	-2	-1	8	-1	1.1	6	1	0
CC(C)(c1ccccc1)c1ccc(OCCN2CCCC2)cc1	-2	2	-8	-24	-23	-0.4	-15	8	7
C=CCNC(=O)CCC(=O)NNc1nc2ccccc2c2nc(-c3ccccc3)nn12	-7	-3	-3	-5	2	-2.6	-5	-3	3
CC(C)NC(=S)NN(c1ccccc1)c1ccccc1	4	-5	13	6	-6	-1.2	7	-5	-2
CC(=O)Nc1ccc(NC(=O)C(C)OC(=O)c2ccc(C)s2)cc1 (stereo not given)	4	-8	4	1	-1	-1.3	14	-3	2
CNC(=O)CS(=O)(=O)CC(=O)Nc1cc(OCCOC)c(Cl)cc1Cl	-6	13	1	-4	-1	0.7	8	-6	1
CC(C)N1C(=O)C2ON(c3ccccc3)C(c3cccs3)C2C1=O (stereo not given)	-4	8	-12	-12	-8	-0.8	-5	-13	3
CC(=O)c1cccc(NC(=O)c2sc3nc4n(c(=O)c3c2C)CCCCC4)c1	3	-12	-1	3	-2	-0.6	0	8	3
COc1ccc(Cc2nnc(SCC(=O)NC3(C#N)CCCCC3)n2N)cc1	-5	-1	18	2	2	0.8	16	-20	1
COc1ccccc1CNC(=O)C1Cc2ccccc2C(=O)O1 (stereo not given)	1	9	-7	-7	0	-0.5	6	-4	7
CCc1ccc(C(C)NC(=O)/C(C#N)=C\c2cn[nH]c2-c2ccccc2)cc1 (stereo not given)	-3	10	-7	-7	-2	0.7	-1	2	3
CCOc1ccc(CCNC(=O)CCc2c(C)nc3ncnn3c2C)cc1OCC	2	2	6	-3	1	0.8	0	12	-1
Cc1cc(C(F)(F)F)nc(SCC(=O)NC2CC3CCC2C3)n1 (stereo not given)	23	4	0	-5	-3	-1.4	4	-6	1
CC1CCCC(C)N1C(=O)Cc1ccccc1 (stereo not given)	-4	7	-4	-2	-2	-2.8	18	2	0
Cc1ccc(NC(=S)N(CCN2CCOCC2)Cc2ccccc2F)cc1	9	10	-13	-3	1	-0.6	-7	15	11
COc1ccc(NC(=S)Nc2cccc(C(C)=O)c2)cc1OC	0	5	2	0	3	-0.1	4	-5	4
O=c1c2cc(-c3ccccc3)sc2nc2n1N=C(c1cccs1)CS2	8	3	-2	10	3	0.9	4	-4	1
CCC(=O)NC(O)C(=O)c1ccc(C)cc1 (stereo not given)	-7	-15	1	6	0	3.5	2	-16	1
O=C(Nc1ccc(Br)cc1F)C1CCCN(S(=O)(=O)c2cnc[nH]2)C1 (stereo not given)	3	-1	-5	4	1	0.2	12	-2	0
CCOc1ccc(C(=O)NC(=S)NCc2cccnc2)cc1[N+](=O)[O-]	3	13	6	-8	-2	-3.5	-4	3	2
Cc1ccc(N2CCN(C(=O)c3cccs3)CC2)cc1C	-13	0	-10	4	5	-1.5	7	-14	3
Cc1c(CCC(=O)N2CCC(C(=O)O)(c3ccccc3)CC2)c(=O)oc2cc3oc4c(c3cc12)CCCC4	-8	0	10	-1	3	-1.5	7	-12	1
CCN(C(=O)COC(=O)c1ccc(OC)c(S(=O)(=O)N2CCCc3ccccc32)c1)C1CCS(=O)(=O)C1 (stereo not given)	-5	10	-3	-4	-4	-3.0	2	0	-1
CC(=O)Nc1ccc(S(=O)(=O)NC2Cc3ccccc3C2)cc1	2	5	-1	-5	3	1.9	5	-3	nt
COc1cccc(/C=C/C(=O)OCC(=O)N2c3ccccc3CC2C)c1OC (stereo not given)	-11	3	1	-2	-4	-0.6	-4	14	3
COC(=O)C1=C(C)Nc2nc3ccccc3n2C1c1ccccc1F (stereo not given)	0	-12	3	8	-2	0.1	7	-8	-1
CCN1CCN(CC(O)COc2cccc(OC)c2)CC1 (stereo not given)	-5	-7	9	4	-3	-0.1	1	-2	0
CCCCC(CC)CNCc1cccn1CCN1CCOCC1 (stereo not given)	5	2	-2	2	-5	-0.5	-1	7	1
Cc1ccc2c(c1C)NC(=O)C2(O)CC(=O)c1ccc2c(c1)OCO2 (stereo not given)	13	0	-4	-1	5	1.7	17	-6	2
O=C(CN1CCN(C(=O)c2ccccc2)CC1)Nc1cccc(S(=O)(=O)N2CCCC2)c1	-4	-9	1	3	-1	-1.6	-1	-1	3
Cc1cc(C(=O)CCC(=O)Nc2ncccc2C)c(C)s1	0	0	-2	-1	0	-2.5	10	-10	0
O=c1cc(-c2c(F)c(F)c(F)c(F)c2F)oc2ccccc12	16	23	0	-13	5	-0.2	-3	-4	1
CCOC(=O)C1CCN(S(=O)(=O)NC[C@H]2O[C@@H](n3cnc4c(N)ncnc43)[C@H](O)[C@@H]2O)C1 (stereo not given in full)	-11	0	8	-6	1	-0.5	4	0	0
Cc1ccc(NS(=O)(=O)c2cc(C(=O)N3CCc4ccccc4C3)ccc2Cl)cc1	-9	6	-6	-15	0	0.1	1	-19	5
COc1cc(/C=N/N(C)c2ccccc2)cc(Cl)c1O	3	1	4	-9	-4	-2.2	2	2	-2
COc1ccc(-c2ccnc3c(C(=O)O)cnn23)cc1	7	-4	-6	-3	-2	-0.8	3	-2	1
O=S1(=O)CCN(C(CO)c2ccccc2)CC1 (stereo not given)	0	-7	3	0	2	1.4	11	-5	1
CC1CC(C)CN(c2oc(-c3ccco3)nc2C#N)C1 (stereo not given)	1	-2	6	-3	-4	-1.3	4	-9	-2
Nc1nonc1-c1nc2ccccc2n1CC(=O)N/N=C/c1ccc(-c2ccccc2C(=O)O)o1	4	-8	-2	0	-2	-1.1	6	2	0
Cn1nc(-c2ccc(N3CCN(CCO)CC3)c([N+](=O)[O-])c2)c2ccccc2c1=O	1	-12	3	1	-2	0.1	8	-4	2
COc1ccc(/C=N/NC(=O)c2[nH]c3ccc(Br)cc3c2-c2ccccc2)cc1	-17	-1	1	-2	-5	-1.0	3	-10	2
COCOCCn1cc(CN2CCS(=O)(=O)N(Cc3ccc(-c4cccc(N(C)C)c4)cc3)C(CC(C)C)C2=O)nn1 (stereo not given)	-9	5	0	0	-1	-0.1	12	-10	3
COc1ccc(-n2c(SCC(=O)N3CCCCC3)nc3ccccc3c2=O)cc1	5	0	0	6	1	0.5	10	-7	0
Cc1cc(C)n(CCNC(=O)CCc2nnc(CCc3ccccc3)o2)n1	-2	-3	5	6	-1	-0.6	10	-6	1
Cc1ccc(S(=O)(=O)N2CCCCC2)cc1C(=O)OC1CCCCC1=O (stereo not given)	2	4	6	-4	2	-0.5	0	-1	1
COc1ccccc1S(=O)(=O)Nc1ccc2cn[nH]c2c1	-4	2	2	0	0	4.3	-3	9	1

Next part, overlapping the part above by four compounds.
SMILES	M4 antag	M5 antag	M4 PAM	M5 PAM	M5 ag	CRFR2-BP ag	CHRM1 PAM	CHRM1 antagonist	M4 ag
COc1ccc(-n2c(SCC(=O)N3CCCCC3)nc3ccccc3c2=O)cc1	5	0	0	6	1	0.5	10	-7	0
Cc1cc(C)n(CCNC(=O)CCc2nnc(CCc3ccccc3)o2)n1	-2	-3	5	6	-1	-0.6	10	-6	1
Cc1ccc(S(=O)(=O)N2CCCCC2)cc1C(=O)OC1CCCCC1=O (stereo not given)	2	4	6	-4	2	-0.5	0	-1	1
COc1ccccc1S(=O)(=O)Nc1ccc2cn[nH]c2c1	-4	2	2	0	0	4.3	-3	9	1
COc1ccc(CN(C)C(=O)CNC(=O)c2ccc3ccccc3c2)c(OC)c1	5	-11	-6	4	1	0.7	3	-3	4
Cc1nc2c(cc1N)nc(C)n2Cc1ccccc1	-3	-12	3	8	2	3.9	-3	12	1
Cc1cc(CNCc2c(C(=O)N(C)Cc3ccccc3)nc3ccccn23)nn1C	7	3	3	1	-1	-0.9	7	-3	2
Cc1cc(C)cc(OCC(=O)N/N=C/c2ccco2)c1	0	8	1	5	-1	0.1	4	-5	1
Cc1cc(N2CCC(C(=O)NC3CC3)CC2)nc(-c2ccccc2)n1	-3	4	-1	-4	-3	-1.2	5	-9	1
CCC1(C2=CCCCC2)C(=O)NC(=S)N=C1N (stereo not given)	-10	0	8	6	-8	2.2	13	-25	2
COc1ccc(NC(=O)CCNC(=O)N2CC(=O)Nc3ccccc32)cc1OC	-18	-8	9	7	0	-0.7	8	-16	2
CCSc1nc(N)c2c3c(sc2n1)CCC3	9	1	-10	0	-4	-0.8	5	-9	-1
Cc1ccc(-c2c[nH]c(=S)n2-c2ccccc2)cc1	-13	5	4	3	-5	-5.6	5	-5	0
